HT1080NT lethal: kills 2HG-producing HT-1080-NT fibrosarcoma cells. actives 1.6% (n = 360,000). AID 686970. Potency, µM (series often up to 46.1 µM), for the others: top-dose activity, negative = less viability, usual class: cytotoxic. HT-1080-NT fibrosarcoma viability, CellTiter-Glo ATP luminescence, 48 h;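 also: NT is the 2HG producing partner of a matched IDH1 knockdown line; potency is read from the fitted curve at half-maximal effect; 0% = DMSO-treated cells and -100% = media-only wells without cells; nearly all actives have a fitted effect of over 55% in size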
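HT-1080-NT; 750 cells/well; 5% FBS RPMI; 48 h compound, 37 degrees C; CellTiter-Glo luminescence; curve fitting and curve-class assignment.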
SW480 rerep: inducers of DNA re-replication in SW480 colon cancer cells; SW480 DNA re-replication, Hoechst DNA content imaging, 48 h; Potency, µM (highest dose often 46.1 µM), for inactives: at the top dose re-replication activation, usual class: activators; actives 1.8% (n = 340,000); also: potency is read from the fitted curve at half-maximal effect; % of control where 0% means no effect; nearly all actives have a fitted effect of over 55% in size
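Treated cells incubate 48 hr (37 C, 5% CO2), are stained 40 min with Hoechst, and nuclear fluorescence is enumerated; a rise in nuclei with high DNA signal marks re-replication.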
ATXN2 expr inh: inhibitors of ATXN2 expression | HEK-293 ATXN2-luciferase reporter, luminescence, 24 h | Potency, µM (top dose mostly 57 µM), inactives show at the top dose activity change, negative = inhibition, hits mostly inhibitors | actives 0.72% (n = 360,000) | AID 1745845; also: potency is read from the fitted curve at half-maximal effect; % is scaled to controls: 0 for no effect and ±100 for the full control effect; nearly all actives have a fitted effect of over 55% in size
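ATXN2-luciferase reporter cells (luciferase flanked by upstream and downstream ATXN2 gene portions) were treated 24 h at 37 °C with compounds at up to 57 uM. SteadyGlo luminescence gave expression; GF-AFC fluorescence gave viability.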
MCF10A rerep: DNA re-replication induction in MCF 10a cells. AID 624296. actives 2.9% (n = 350,000). MCF 10A DNA re-replication, Hoechst nuclear intensity, 48 h. Potency, µM (doses to about 46.1 µM), for the others: at the top dose activity, positive = re-replication, actives largely listed as activators; also: potency is read from the fitted curve at half-maximal effect; % of control where 0% means no effect; nearly all actives have a fitted effect of over 50% in size
KB-V1 cytotox: kills drug-selected multidrug resistant KB-V1 cells; actives 3.4% (n = 400,000); Potency, µM (series often up to 46.1 µM), without a hit: at the highest dose activity change, negative = cytotoxicity, usual class: cytotoxic; KB-V1 MDR cells viability, CellTiter-Glo, 72 h; also: potency is read from the fitted curve at half-maximal effect; % is scaled to controls: 0 for no effect and ±100 for the full control effect; nearly all actives have a fitted effect of over 60% in size
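Cytotoxicity via CellTiter-Glo luminescence after 72 h compound exposure at 37 degrees C. Cells: drug-selected KB-V1 line, DMEM phenol-red free plus 10% FBS. Compounds tested at multiple concentrations; normalized data fitted to concentration-effect curves.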
KB-3-1 tox: KB-3-1 parental cell cytotoxicity; Potency, µM (top dose mostly 46.1 µM), for the others: at the highest dose activity change, negative = cytotoxic, usual class: cytotoxic; KB-3-1 viability, CellTiter-Glo ATP luminescence, 72 h; AID 1347075; actives 1.4% (n = 400,000); also: potency is read from the fitted curve at half-maximal effect; % is scaled to controls: 0 for no effect and ±100 for the full control effect; nearly all actives have a fitted effect of over 60% in size
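Here the drug-naive KB-3-1 line serves as comparator for MDR sub-line selectivity; cells received compound titrations, 72 h at 37 °C, then CellTiter-Glo readout.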
WRN inhibitor: WRN helicase (human) inhibition | WRN helicase unwinding, fluorescent forked duplex, kinetic | Potency, µM (series often up to 114 µM), for the others: at the highest dose activity change, negative = inhibition, most hits filed as inhibitors | actives 0.46% (n = 360,000); also: potency is read from the fitted curve at half-maximal effect; % is scaled to controls: 0 for no effect and ±100 for the full control effect; nearly all actives have a fitted effect of over 55% in size
Target sequence (Q14191 whole entry, looked up): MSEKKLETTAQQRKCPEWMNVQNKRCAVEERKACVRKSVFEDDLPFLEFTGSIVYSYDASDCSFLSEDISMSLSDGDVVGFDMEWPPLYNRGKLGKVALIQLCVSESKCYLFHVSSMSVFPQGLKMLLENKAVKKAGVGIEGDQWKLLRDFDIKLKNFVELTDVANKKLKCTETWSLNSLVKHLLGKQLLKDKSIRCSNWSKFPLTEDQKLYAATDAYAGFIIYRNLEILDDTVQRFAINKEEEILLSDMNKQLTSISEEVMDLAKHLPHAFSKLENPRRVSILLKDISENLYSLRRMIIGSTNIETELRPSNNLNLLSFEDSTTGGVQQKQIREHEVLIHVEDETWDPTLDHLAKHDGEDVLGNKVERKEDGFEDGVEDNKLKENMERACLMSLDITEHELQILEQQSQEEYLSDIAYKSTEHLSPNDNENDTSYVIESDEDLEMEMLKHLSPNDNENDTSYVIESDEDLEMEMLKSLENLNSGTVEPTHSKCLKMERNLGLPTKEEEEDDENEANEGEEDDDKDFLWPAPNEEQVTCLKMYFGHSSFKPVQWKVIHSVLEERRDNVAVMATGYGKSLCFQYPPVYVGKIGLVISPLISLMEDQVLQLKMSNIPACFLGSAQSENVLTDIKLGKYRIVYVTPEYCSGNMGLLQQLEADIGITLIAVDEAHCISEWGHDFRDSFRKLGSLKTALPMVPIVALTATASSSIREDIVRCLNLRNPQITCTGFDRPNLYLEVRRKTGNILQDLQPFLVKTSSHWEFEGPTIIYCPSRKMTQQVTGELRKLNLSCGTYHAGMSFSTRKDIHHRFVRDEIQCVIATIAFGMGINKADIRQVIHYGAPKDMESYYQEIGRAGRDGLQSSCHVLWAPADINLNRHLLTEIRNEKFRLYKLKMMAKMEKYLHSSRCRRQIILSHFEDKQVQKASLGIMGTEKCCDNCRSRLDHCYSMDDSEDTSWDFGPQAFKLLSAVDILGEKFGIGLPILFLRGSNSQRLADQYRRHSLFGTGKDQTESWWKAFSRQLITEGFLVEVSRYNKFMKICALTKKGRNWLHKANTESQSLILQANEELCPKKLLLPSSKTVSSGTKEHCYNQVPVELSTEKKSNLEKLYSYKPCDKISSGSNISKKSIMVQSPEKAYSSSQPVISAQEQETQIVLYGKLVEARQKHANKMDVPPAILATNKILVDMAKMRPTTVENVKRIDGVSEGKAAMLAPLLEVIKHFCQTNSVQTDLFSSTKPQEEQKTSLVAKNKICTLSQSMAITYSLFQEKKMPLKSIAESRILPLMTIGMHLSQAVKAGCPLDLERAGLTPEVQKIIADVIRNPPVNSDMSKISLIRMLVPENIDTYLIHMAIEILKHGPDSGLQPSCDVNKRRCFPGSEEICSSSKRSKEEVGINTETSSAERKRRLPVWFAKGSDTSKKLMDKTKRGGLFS
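Screening of the MLSMR collection measured strand separation of a quenched forked DNA duplex (100 nM) by 20 nM WRN with 2 mM ATP, all final. Compounds were preincubated with enzyme 15 min at room temperature.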
HT1080 IDH1KD tx: toxicity to HT-1080 IDH1 knockdown cells (counter line) | HT-1080 IDH1 knockdown viability, ATP luminescence, 48 h | Potency, µM (series often up to 46.1 µM), for the others: top-dose activity, negative = toxicity, most hits filed as cytotoxic | actives 2% (n = 360,000);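 also: potency is read from the fitted curve at half-maximal effect; 0% = DMSO wells and -100% = cell-free medium wells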
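Knockdown cells (IDH1KD HT-1080) received compounds 2 h after plating at 750 cells/well and were kept 48 h at 37 °C in 5% FBS RPMI. A CellTiter-Glo luminescence read gave % activity for curve fitting.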
IL1B secr inh: inflammasome signaling inhibition, IL-1 beta readout; THP-1 LPS/ATP IL-1B secretion, AlphaLISA, 16 h; active compounds read low; activity change, % at 57.5 µM; actives 4.7% (n = 360,000); AID 743279; in the data active = activity change below about -50%; inconclusive = mostly about -30% to -49%; also: % is scaled to controls: 0 for no effect and ±100 for the full control effect
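THP-1 cells pretreated 1 hr with compounds (up to 57.5 uM final), then stimulated with LPS (250 ng/mL final) plus ATP (1.25 mM final); secreted IL-1B measured by AlphaLISA after 16 hr, decreased signal indicating inhibition.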
* = called active by the depositor; u = inconclusive; x = no result given; & = joins results of further samples; [ ] = remark or other dose. Unless noted, calls follow the shape of the dose curve; as a rule, active = well fitted curve in the direction sought with a large enough effect; inconclusive = small, poorly fitted or top-dose-only effect, or another doubt; inactive = no such curve, though single readings can be large; an effect the other way counts as inactive or inconclusive.

SMILES	HT1080NT lethal	SW480 rerep	ATXN2 expr inh	MCF10A rerep	KB-V1 cytotox	KB-3-1 tox	WRN inhibitor	HT1080 IDH1KD tx	IL1B secr inh
O=C(Nc1cccc(S(=O)(=O)NC2=NCCC2)c1)c1ccccc1OC(F)F	-3%	-8%	-6%	2%	-11%	-5%	-13%	-7%	5
O=C1C(c2ccncc2)=C(O)c2ccccc21	-3%	-10%	u	-1%	1%	-5%	-23%	-8%	-11
Cc1ccc(S(=O)(=O)NC(=O)NCc2ccco2)cc1	-4%	-2%	10%	-7%	23%	u	-5%	-4%	8
CNS(=O)(=O)c1cccc(C(=O)OCC(=O)Nc2ccc(OC)cc2[N+](=O)[O-])c1	0%	-45%[inhibitor]	x	13%	24%	7%	-7%	5%	7
Cn1c(O)c(C(C#N)=C2N=c3ccccc3=N2)c2ccccc21	9%	-3%	-16%	9%	-7%	24%	3%	5%	30
C=C1CC(COc2ccc3c(C)c(Cl)c(=O)oc3c2)(c2ccccc2)OC1=O (stereo unspecified)	16µM*	u	u	4.6µM*	u	u	-3%	6.5µM*	-100*
CCc1ccc(C(=O)COC(=O)C2=NN(c3ccccc3)C(=O)CC2)cc1	0%	-16%	1%	3%	u	2%	-1%	14%	41
CCN1CCN(Cc2ccc(C(=O)Nc3ccc(C)c(NCc4cnc(NC(=O)OC)cn4)c3)cc2C(F)(F)F)CC1	-6%&-4%	-5%[9.22 µM]	6%&7%	6%	9%&-12%	19%&14%	-10%&-4%	0%&-3%	-16&-6
NC(=O)CN1CCN(S(=O)(=O)c2ccc(Br)cc2)CC1	-5%	0%	-14%	1%	0%	-7%	-6%	-3%	-21
CN(C)c1cc(N/N=C/c2ccccc2C(F)(F)F)nc(N(C)C)n1	-5%	-2%	-10%	u	-53%	-8%	11%	-8%	-5
COc1ccc(C(=O)c2ccc([N+](=O)[O-])cc2)cc1S(=O)(=O)N1CCC(C(=O)O)CC1	-10%	3%	x	11%	11%	-7%	-11%	-5%	6
CN1C(=O)Cn2c1nc1ccccc12	0%	0%	2%	-2%	22%	0%	2%	1%	-7
Cc1ccc(S(=O)(=O)N2CCC(C(=O)NCCc3ccccc3)CC2)cc1	12%	-11%	3%	1%	0%	3%	12%	-1%	15
O=[N+]([O-])c1cc(Cl)c2cccnc2c1O	u	u	u	2.6µM*	u	u	2%	u	126
N#CC1=C(N)n2c(s/c(=C\c3ccco3)c2=O)=C(C#N)C1c1ccco1 (stereo unspecified)	-18%	2%	u	u	-18%	u	40µM*	-6%	-4
COc1ccc(CC(=O)N2CCCC(CNC(=O)c3ccccc3Cl)C2)cc1 (stereo unspecified)	8%	-2%	x	-13%	5%	-1%	3%	7%	7
CS(=O)(=O)Nc1ccc(C(=O)N2CCCC2)cc1	1%	-4%	7%	14%	-3%	-5%	1%	9%	10
CCCCOc1ccccc1C1C(C(=O)OC)=CN(CC)C=C1C(=O)OC	-6%	12µM*	-4%	u	-15%	-6%	-16%	-7%	-26
O=C(CCC(=O)Nc1ccccc1)NNC(=O)C(c1ccccc1)c1ccccc1	-20%	x	-2%	-3%	-6%	0%	-27%	u	-1
COc1cccc(/C=C2\SC(=S)N(C(Cc3ccccc3)C(=O)O)C2=O)c1 (stereo unspecified)	10%	12%	3%	u	15%	3%	-10%	10%	26
CCc1ccc(NS(=O)(=O)c2ccc3[nH]c(=O)[nH]c3c2)cc1	9%	1%	12%	-7%	u	5%	4%	26%	10
N#Cc1ccc(-c2cccc3nccn23)cc1	u	x	17%	x	5%	0%	-7%	u	0
N#CC(=C1CCCC1)c1nc(-c2ccc(Cl)cc2)cs1	10%	-2%	50%[activator]	u	3%	4%	-13%	9%	10
CC1CCN(C(=O)COC(=O)c2cc3ccccc3cc2O)CC1	-3%	-4%	23%	1%	u	1%	1%	-8%	33
CC(C)(C)c1ccc(C(=O)CCCSC2=C(C#N)C(c3ccco3)C3=C(CCCC3=O)N2)cc1 (stereo unspecified)	u	u	-23%	u	10µM*	u	-7%	-19%	-11
Cc1ccc2nc(Cl)c(/C=N/NC(=O)c3ccccc3O)cc2c1	u	-61%[inhibitor]	-1%	u	-16%	-1%	u	u	-9
COc1ccccc1CC(NC(C)=O)C(=O)NC1CCN(C(=O)Nc2ccccc2F)CC1 (stereo unspecified)	17%	-9%	-2%	-1%	10%	20%	-19%	8%	1
C=CCn1c(N)c(C(=O)Nc2ccccc2OC)sc1=S	-9%	-7%	21%	4%	8%	5%	-12%	3%	-14
O=C(CN1CCOCC1)NCCC12CC3CC(CC(C3)C1)C2	1%	-1%	17%	13%	11%	5%	-3%	3%	14
COc1ccc(OC)c(/C=N/NC(=O)c2cc3c(OC)cccc3[nH]2)c1	-3%	27%	-20%	u	3%	11%	-28%	-7%	-29
COc1ccc(NC(=O)c2cc(-c3ccc(F)cc3OC(C)C)n[nH]2)c(OC)c1	15%	x	-13%	x	u	-1%	-6%	12%	-27
COc1cccc(-c2cnc(C(O)c3ccc(F)cc3C)[nH]2)c1 (stereo unspecified)	-6%	x	9%	x	0%	0%	-4%	-9%	11
CCCCc1cn([C@@H](CCCCNC(=O)OC(C)(C)C)C(=O)N2CCN(C(=O)OC(C)(C)C)CC2)nn1	-1%	6%	-3%	14%	-27%	u	-7%	4%	-13
Cc1ccccc1NC(=S)N(CCN1CCCCCC1)Cc1cccs1	-4%	0%	-13%	0%	2%	6%	-3%	-7%	-8
COc1ccc(NC(=O)CN(C)C(=O)CN2C(=O)NC3(CCCCC3)C2=O)cc1	-14%[9.24 µM]	u	-23%	10%	2%	-10%	9%	u	-5
CCN(Cc1ccccc1)C(=O)c1ccc(SC)cc1OC	-13%	-3%	-24%	15%	-3%	5%	-5%	-3%	-3
O=C(NCC1COc2ccccc2O1)C1(c2ccccc2)CCCC1 (stereo unspecified)	-16%	18%	-13%	-17%	0%	-2%	6%	-15%	16
Cc1ccc(NC(=O)CN2C(=O)NC(C)(c3ccccc3)C2=O)c(C)c1 (stereo unspecified)	-20%	-18%	-16%	-1%	-30%	-6%	6%	-11%	12
c1cc(-c2ccc(N3CCOCC3)cc2)n2cnnc2c1	8%	x	25%	x	-19%	-8%	-6%	15%	43
CS(=O)(=O)c1ccc(C(=O)OC2CCOC2=O)cc1[N+](=O)[O-] (stereo unspecified)	u	u	15%	u	0%	-1%	-5%	-21%	u
Cn1c(=O)[nH]c(=O)c2c1nc(Br)n2CC(O)COc1ccccc1 (stereo unspecified)	2%	1%	3%	-2%	7%	-5%	-7%	3%	9
C/C(=C\c1ccccc1)C(=O)c1c(C)cc(C)[nH]c1=O	13%	0%	x	-3%	0%	0%	11%	3%	-16
Cc1cc(NC(=O)CCC(=O)N(CC(=O)NC2CCCC2)Cc2ccccc2Cl)no1	2%	1%	u	-1%	-1%	-3%	5%	4%	-28
C#CCOCCOCCOCCNc1nc(N2CCN(C(=O)[C@H]([C@@H](C)CC)n3cc([C@@H](N)CO)nn3)CC2)nc(N2CCN(C(=O)[C@H](CCCCN)n3cc([C@@H](N)C(C)CC)nn3)CC2)n1 (stereo partly specified)	-7%	1%	2%	5%	u	25%	3%	-4%	12
COc1ccc(C)cc1NC(=O)CN1C(=O)COc2ccc(S(=O)(=O)N3CCCCCC3)cc21	-12%	-11%	-15%	0%	-25%	3%	7%	-7%	-54*

Filtered by structure, those above containing a nitro group on carbon.
SMILES	HT1080NT lethal	SW480 rerep	ATXN2 expr inh	MCF10A rerep	KB-V1 cytotox	KB-3-1 tox	WRN inhibitor	HT1080 IDH1KD tx	IL1B secr inh
CNS(=O)(=O)c1cccc(C(=O)OCC(=O)Nc2ccc(OC)cc2[N+](=O)[O-])c1	0%	-45%[inhibitor]	x	13%	24%	7%	-7%	5%	7
COc1ccc(C(=O)c2ccc([N+](=O)[O-])cc2)cc1S(=O)(=O)N1CCC(C(=O)O)CC1	-10%	3%	x	11%	11%	-7%	-11%	-5%	6
O=[N+]([O-])c1cc(Cl)c2cccnc2c1O	u	u	u	2.6µM*	u	u	2%	u	126
CS(=O)(=O)c1ccc(C(=O)OC2CCOC2=O)cc1[N+](=O)[O-] (stereo unspecified)	u	u	15%	u	0%	-1%	-5%	-21%	u

Next part.
SMILES	HT1080NT lethal	SW480 rerep	ATXN2 expr inh	MCF10A rerep	KB-V1 cytotox	KB-3-1 tox	WRN inhibitor	HT1080 IDH1KD tx	IL1B secr inh
COc1cccc(N2CCN(C(=O)c3ccc4ccccc4c3)CC2)c1	2%	10%	6%	u	-19%	-4%	-6%	-19%	-10
COc1cc(C(=O)Nc2ccc(-c3nnc(-c4ccco4)o3)cc2)cc(OC)c1OC	-1%	-2%	-3%	u	u	27%	2%	5%	-4
Cc1c(NC(=O)c2cc(-n3cnnc3)ccc2Cl)cccc1-c1nc2ccccc2o1	0%	-1%	11%	8%	10%	-1%	-16%	4%	-11
Cc1nn(C)cc1CN(C)C(=O)c1nn2c(c1Br)NC(c1cccs1)CC2C(F)(F)F (stereo unspecified)	-17%	0%	-4%	13%	1%	0%	-6%	-16%	31
O=C(Cc1ccccc1)NCCS(=O)(=O)N1CCN(c2cccc(Cl)c2)CC1	-1%	15%	-13%	4%	u	23%	0%	-15%	-1
O=C(O)c1cc(S(=O)(=O)N2CCCCC2)ccc1N1CCOCC1	15%	-4%	10%	-2%	0%	14%	4%	12%	1
O=C(/C=C/c1ccc([N+](=O)[O-])cc1)c1cccs1	3%	u	17%	1%	-1%	-2%	-3%	10%	-12
COC(=O)C1=NN(C(=O)c2cccc(Br)c2)C(O)(c2ccc(Cl)cc2)C1 (stereo unspecified)	-2%	u	x	7%	-5%	2%	-4%	10%	40
O=C(N/N=C/c1cccc([N+](=O)[O-])c1)c1ccccc1-n1cccc1	-2%	2%	-19%	8%	u	5%	10%[57.1 µM]	26%	-7

From PubChem
